Source: PubChem
HttQ103 aggreg – inhibitors of mutant huntingtin aggregate formation in PC12 cells. PC12 HttQ103-GFP aggregates, Acumen cytometry, 40 h. Potency, µM (titrated, usually from 46.1 µM), without a hit: at the highest dose activity change, negative = inhibition, hits mostly inhibitors. 220,000 compounds, 1.1% hits; further: potency means the concentration at half of the fitted maximal effect; on the % scale 0 is the no-effect control and ±100 the full control effect; nearly all actives have a fitted effect of over 60% in size
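Inducible Q103 Huntingtin exon 1–GFP PC12 line, 1500 cells/well in phenol red free DMEM with 5% equine and 5% calf serum. Tebufenozide 100 nM induced expression; compounds titrated; aggregates quantified by cytometry.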
LMNA splice mod – LMNA splicing modulation | 200,000 compounds, 0.01% hits | HeLa LMNA splicing GFP/RFP minigene ratio, 48 h | Potency, µM (doses to about 46.1 µM), for inactives: top-dose ratio change, negative = inhibition, most hits filed as inhibitors | AID 1487; active means well fitted inhibition curve with a large enough effect in the signal ratio, with a control signal flat, not every such curve was filed as active; inconclusive means small, poorly fitted or top-dose-only effect, or effect the other way, or a change in a side signal; the % refers to the signal ratio; further: potency means the concentration at half of the fitted maximal effect; on the % scale 0 is the no-effect control and ±100 the full control effect
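Read-out is the ratio of GFP to DsRed2 object intensity, acquired by 488 nm laser-scanning cytometry on HeLa lamin A-EGFP minigene reporter cells. Compound incubation 48 hrs at 37 °C in Opti-MEM with 2% FBS; DMSO 0.5% final.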
KinaseGlo FLuc – Kinase-Glo luciferase inhibition (counter-screen); Potency, µM (series often up to 38.3 µM), inactives show at the highest dose activity change, negative = inhibition, usual class: inhibitors; 200,000 compounds, 0.28% hits; Kinase-Glo luciferase, ATP luminescence, 8 min; Q27757; further: potency means the concentration at half of the fitted maximal effect; on the % scale 0 is the no-effect control and ±100 the full control effect; nearly all actives have a fitted effect of over 60% in size
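Substrate mix (final 50 mM imidazole pH 7.2, 50 mM KCl, 7 mM MgCl2, 10 uM ATP, 0.01% Tween 20, 0.05% BSA) plus pin-tool compound, then Kinase-Glo detection mix; 8 min ambient, luminescence read.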
NPSR antagonist – neuropeptide S receptor (human) antagonism, cAMP. CHO-NPSR cells, cAMP TR-FRET, antagonist mode. Potency, µM (highest dose often 38.3 µM), for inactives: at the highest dose activity change, negative = inhibition, most hits filed as inhibitors. 220,000 compounds, 1% hits. AID 1461; further: potency means the concentration at half of the fitted maximal effect; on the % scale 0 is the no-effect control and ±100 the full control effect; nearly all actives have a fitted effect of over 50% in size; many of its hits are not listed in these tables
Target sequence (Q6W5P4 whole entry, looked up): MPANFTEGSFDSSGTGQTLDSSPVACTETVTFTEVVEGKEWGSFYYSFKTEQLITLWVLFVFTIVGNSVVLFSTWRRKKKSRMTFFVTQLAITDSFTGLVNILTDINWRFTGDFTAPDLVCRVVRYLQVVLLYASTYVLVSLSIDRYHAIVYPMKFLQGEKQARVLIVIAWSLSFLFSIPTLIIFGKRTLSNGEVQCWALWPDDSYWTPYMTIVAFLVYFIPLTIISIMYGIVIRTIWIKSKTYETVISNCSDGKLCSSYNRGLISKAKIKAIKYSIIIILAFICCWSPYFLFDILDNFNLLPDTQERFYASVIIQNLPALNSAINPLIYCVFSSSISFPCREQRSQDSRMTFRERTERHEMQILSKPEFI
Epigenetic derep – derepresses silenced GFP reporter in murine cells | murine LDR cells, GFP reporter derepression, 30 h | Potency, µM (doses to about 53.9 µM), for inactives: at the highest dose GFP activation, most hits filed as activators | 280,000 compounds, 0.2% hits | AID 1865; further: potency means the concentration at half of the fitted maximal effect; % of control where 0% means no effect; nearly all actives have a fitted effect of over 60% in size
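Derepression of a silenced CMV-GFP reporter in murine LDR cells is scored by enumerating GFP-positive cells with a laser-scanning microplate cytometer after 30 hours of treatment at 37 C.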
IMPase Li cell – membrane-permeable IMPase blocker, potentiated with lithium. CHO-M1 cells, IP1 TR-FRET (IP-One), carbachol + lithium. 210,000 compounds, 0.35% hits. Potency, µM (highest dose often 59.4 µM), without a hit: top-dose activity, negative = IMPase inhibition, hits mostly inhibitors;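 further: IP1 builds up when IMPase is blocked and the TR-FRET signal falls; potency means the concentration at half of the fitted maximal effect; plate controls were basal vehicle for no effect and high inhibitor control for full effect; nearly all actives have a fitted effect of over 50% in size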
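CHO cells stably expressing M1 receptor (2000/well, cultured 16–30 h) treated 30 min at 37C with compound plus low lithium. Cytosolic IP1 by TR-FRET (665/620 ratio and 620 channel) after 10 min lysis; AC50 by Hill fit.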
CBFb RUNX1 block – inhibitors of human CBF-beta and RUNX1 interaction; Q01196+Q13951; AlphaScreen CBFb-His/RUNX1-biotin binding, biochemical; Potency, µM (doses to about 59.8 µM), for the others: top-dose activity, negative = inhibition, actives largely listed as inhibitors; 230,000 tested, under 10 active; further: % of control where 0% means no effect
Target sequence (Q01196 whole entry, looked up): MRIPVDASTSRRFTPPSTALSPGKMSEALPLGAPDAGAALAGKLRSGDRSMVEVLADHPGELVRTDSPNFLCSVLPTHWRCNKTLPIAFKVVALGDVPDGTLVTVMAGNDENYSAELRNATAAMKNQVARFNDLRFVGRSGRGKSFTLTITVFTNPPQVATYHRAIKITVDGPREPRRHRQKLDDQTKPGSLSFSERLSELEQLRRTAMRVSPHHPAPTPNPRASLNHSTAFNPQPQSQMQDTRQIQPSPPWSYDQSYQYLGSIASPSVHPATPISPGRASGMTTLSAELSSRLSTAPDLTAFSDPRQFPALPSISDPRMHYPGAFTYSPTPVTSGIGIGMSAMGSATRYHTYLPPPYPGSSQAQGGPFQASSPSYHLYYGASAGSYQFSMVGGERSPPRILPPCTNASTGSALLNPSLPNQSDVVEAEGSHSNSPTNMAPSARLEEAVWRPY
Target sequence (Q13951 whole entry, looked up): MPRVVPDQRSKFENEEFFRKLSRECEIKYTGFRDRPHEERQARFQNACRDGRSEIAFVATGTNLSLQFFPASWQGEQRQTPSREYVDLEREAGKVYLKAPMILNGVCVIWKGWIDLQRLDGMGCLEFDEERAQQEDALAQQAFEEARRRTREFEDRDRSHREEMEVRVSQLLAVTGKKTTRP
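CBFb-His/RUNX1-biotin, 30 nM each, preincubated 20 min RT; compound 15 min RT; Ni + streptavidin beads 50 ng each, 90 min RT; AlphaScreen read.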
* = called active by the depositor; u = inconclusive; x = no result given; & = joins results of further samples; [ ] = another dose, or the depositor's remark. Unless noted, the call rests on the fitted dose curve; in most records, active means well fitted curve in the direction sought with a large enough effect; inconclusive means small, poorly fitted or top-dose-only effect, or another doubt; inactive means no such curve, though single readings can be large; an effect the other way counts as inactive or inconclusive. Not all compounds are listed; rates above refer to the full screens.

SMILES	HttQ103 aggreg	LMNA splice mod	KinaseGlo FLuc	NPSR antagonist	Epigenetic derep	IMPase Li cell	CBFb RUNX1 block
CN(C)CC(C)(C)CNC(=O)CC1C(=O)NCCN1Cc1ccc(-c2ccccc2)cc1 (configuration not stated)	18%[9.22 µM]	29%[46 µM]	-4%	-9%	0.0%	3%	0%
CSc1oc(-c2ccccc2)nc1S(=O)(=O)c1ccc(F)cc1	u	u	-3%	-15%[46.1 µM]	0.9%	3%[38.3 µM]	9%
Cc1ccc(NC(=O)c2cc(S(=O)(=O)NCCC3=CCCCC3)ccc2F)cc1F	u	u	0%	-1%[46.1 µM]	18%&1.0%	4%	13%
COc1cc2nc(SCc3ccc(F)cc3)n(Cc3cccs3)c(=N)c2cc1OC	-13%	6%	1%	u	2.5%	17%[38.3 µM]	-6%
CCCOC(=O)C1=C(C)NC2=C(C(=O)CC(C)(C)C2)C1c1cccnc1 (configuration not stated)	16%	0%	-2%	-9%	2.3%	9%	4%
Cc1cccc(C2=NN(c3ccccc3)[C@H](CO)[C@H]2c2ccc(F)cc2)c1	x	x	2%[39.9 µM]	x	2.9%	u	u
COc1cc(/C=C/C(=O)Oc2coc(CSc3ncccn3)cc2=O)cc(OC)c1OC	-23%	x	-4%	6%	2.1%	-6%	-1%
CCN(CC)S(=O)(=O)c1cccc(C(=O)N/N=C/c2ccc([N+](=O)[O-])o2)c1	u	u	1%	-29%	2.4%	4%	0%
CC1=C(C(=O)NC2CCC(C)CC2)C2(CCC(C)CC2)OC1=O (configuration not stated)	-12%	-1%	3%	-17%[46.1 µM]	0.8%	-10%[38.3 µM]	6%
C/C(CC(=O)Nc1cc(C)ccn1)=N\NC(=O)c1ccccc1C	-11%[9.22 µM]	x	-1%	-9%	-1.0%	9%	13%
Cn1ncc2c(NNC(=O)Cc3ccccc3)ncnc21	7%	u	-2%	22%	0.0%	-1%	2%
O=C1NCCN1Cc1ccccc1F	-1%	-3%	5%	-9%[46.1 µM]	-1.2%	38%[activator][38.3 µM]	-6%
CCN(CC)CCC/C(=N\O)C(O)(c1ccccc1)c1ccccc1	0%[9.22 µM]	8%[46 µM]	-3%	-5%	1.1%	27%	6%
Cc1ccccc1OCC(=O)N(Cc1nc(-c2ccccc2)no1)C(C)C	-19%	-9%	2%	-1%[46.1 µM]	1.1%	21%[38.3 µM]	13%
CCn1cc(C(=O)NC2CCCCCC2)c2cc(OC)c(OC)cc2c1=O	-15%	28%	-3%	-1%[46.1 µM]	0.0%	11%[38.3 µM]	-2%
CCC(=O)Nc1c(C)n[nH]c1C	-5%	u	2%	18%	-1.8%	-10%	-2%
CC(C)C[C@H](NC(=O)[C@H](CCCCN)NC(=O)[C@H](CCCNC(=N)N)NC(=O)[C@H](C)NC(=O)[C@H](CO)NC(=O)[C@H](CCCCN)NC(=O)[C@H](CCCNC(=N)N)NC(=O)[C@H](C)NC(=O)CNC(=O)[C@@H](NC(=O)[C@H](Cc1ccccc1)NC(=O)CNC(=O)CNC(=O)[C@@H](N)Cc1ccccc1)[C@H](C)O)C(=O)N[C@@H](C)C(=O)N[C@@H](CC(N)=O)C(=O)N[C@@H](CCC(N)=O)C(=O)O	x	x	x	x	1.9%	3%	17%
O=C(COC(=O)CCc1ccccc1)NC(c1ccccc1)c1ccccc1	-19%	-6%	1%	8%	-1.3%	9%	3%
Cc1nc2cc(NC(=O)NCc3ccco3)ccc2n1C	-18%	-2%	-6%	-3%[46.1 µM]	-1.0%	19%[38.3 µM]	4%
COc1ccccc1CC(=O)NNS(=O)(=O)c1ccccc1[N+](=O)[O-]	4%[9.22 µM]	u	-3%	22%	0.0%	20%	18%
Cc1cc(C)cc(N2CCN(C(=O)N3CCOCC3)CC2)c1	5%	u	x	2%[46.1 µM]	-3.5%	x	-9%
CCCC12CN3CC(CCC)(CN(C1)C3c1ccco1)C2=O (configuration not stated)	13%[9.22 µM]	x	x	9%	0.0%	x	12%
COc1ccccc1-n1cc(C(=O)c2cc(Cl)ccc2O)cc(C#N)c1=O	-20%	x	-2%	-18%	-2.4%	-2%	-8%
C/C(CC(=O)NC(C)c1ccccc1)=N\NC(N)=S (configuration not stated)	17%[9.22 µM]	x	x	21%	-1.0%	x	8%
COc1ccc(OC)c2[nH]c(=O)c(CCNC(=O)c3ccc(S(=O)(=O)N(C)C)cc3)cc12	2%	5%	3%	-8%[46.1 µM]	-2.2%	-7%[38.3 µM]	3%
CCc1ccc(C(=O)Nc2ccc(C)c(NS(C)(=O)=O)c2)cc1	-7%[9.22 µM]	x	x	-2%	0.7%	x	4%
O=C(O)CSc1ccc(Oc2ccc(SCC(=O)O)cc2)cc1	-29%[9.22 µM]	11%[46 µM]	-2%	3%	0.0%	4%	6%
O=C(NC(NCCCN1CCOCC1)(C(F)(F)F)C(F)(F)F)C1CCCCC1	-14%	7%	-1%	5%[46.1 µM]	0.2%	-3%[38.3 µM]	7%
CCCc1cc(-c2n[nH]c(=S)n2CC)c2ccccc2n1	2%	u	1%	-28%	0.0%	11%	7%
COc1ccc(Cc2nnc3c4cnn(C)c4ncn23)cc1	3%	-2%	1%	-2%[46.1 µM]	-1.1%	23%[38.3 µM]	8%
COC(=O)C/C=N/N=C1/NC(=O)/C(=C/C(=O)O)S1	-13%[9.22 µM]	x	x	-5%[7.67 µM]	0.0%	x	-10%
COc1ccc(CC(=O)Nc2nc(-c3cccnc3)cs2)cc1	21%	-6%	1%	0%	1.1%	-6%	5%
CCc1nc(SCC(=O)Nc2ccc3c(c2)OCCO3)c2oc3ccccc3c2n1	0%	7%	0%	u	-1.1%	u	-1%
COc1cc(C(=O)Nc2nc(-c3cc(C)ccc3C)c(C)s2)ccc1OCC(=O)Nc1ccc(F)cc1	9%	3%	3%	u	1.1%	u	-6%
Cc1ccc(-c2n[nH]c(=S)n2/N=C/c2ccncc2)cc1	u	x	-2%	-22%	-0.1%	2%	6%
Cc1ccc(S(=O)(=O)Cn2nnnc2CN2CCCC3(CCCCC3)C2)cc1	u	u	1%	u	0.0%	11%	5%
COc1cccc(CNc2nn[nH]n2)c1OC	-2%	-14%	1%	-4%[46.1 µM]	-4.6%	7%	20%
CCOc1ccc(N2CCn3c2nc2c3c(=O)n(CCc3ccccc3)c(=O)n2C)cc1	1%	3%	-1%	-16%[46.1 µM]	-0.1%	14%[38.3 µM]	-1%
CCCCCCCCn1c(N2CCN(c3cccc(Cl)c3)CC2)nc2c1c(=O)[nH]c(=O)n2C	9%	-11%	-2%	-10%[46.1 µM]	-1.9%	32%[activator][38.3 µM]	-13%
CC1(OC(=O)CCc2ccccc2)C(=O)C=C2C=C(c3ccc(C#N)cc3)N(C(CO)CO)C=C2C1=O (configuration not stated)	-14%[9.22 µM]	13%[9.22 µM]	-5%[7.66 µM]	7%	-1.1%	5%	-2%[13.1 µM]

Sorted by the number under HttQ103 aggreg (ascending): three from the list above.
structure	HttQ103 aggreg	LMNA splice mod	NPSR antagonist	Epigenetic derep	IMPase Li cell	CBFb RUNX1 block
COc1cccc(CNc2nn[nH]n2)c1OC	-2%	-14%	-4%[46.1 µM]	-4.6%	7%	20%
CCc1nc(SCC(=O)Nc2ccc3c(c2)OCCO3)c2oc3ccccc3c2n1	0%	7%	u	-1.1%	u	-1%
Cc1cc(C)cc(N2CCN(C(=O)N3CCOCC3)CC2)c1	5%	u	2%[46.1 µM]	-3.5%	x	-9%

The list goes on:
SMILES	HttQ103 aggreg	LMNA splice mod	KinaseGlo FLuc	NPSR antagonist	Epigenetic derep	IMPase Li cell	CBFb RUNX1 block
C/C(=N\Nc1nc(C)cc(C)n1)c1ccc(C)o1	0%[9.22 µM]	x	x	3%	7.2%	x	-4%
COc1ccc(NC(=O)c2ccc(NC(=O)CN(C)CC(=O)Nc3c(C)cccc3C)cc2)cc1	0%[9.22 µM]	x	x	9%	0.0%	x	-5%
COC(=O)CSc1nc(N)c(C#N)c(-c2ccco2)c1C#N	-7%	-6%	1%	u	u	u	2%
Cc1ccc(C(=O)n2nc(-n3cccc3)c3c(C)cc(C)nc32)cc1	-6%	u	-3%	-22%	-0.4%	-4%	11%
Cc1c(NS(=O)(=O)c2ccc3[nH]c(=O)[nH]c3c2)c(=O)n(-c2ccccc2)n1C	5%	-1%	-2%	9%[46.1 µM]	1.3%	7%[38.3 µM]	4%
Cc1nc(N)nc(Nc2ccc(Cl)cc2)c1Br	-20%	17%	3%	-9%[46.1 µM]	-1.2%	-1%[38.3 µM]	4%
COc1ccc(NC(=O)CSC2=NCCN2)cc1	-1%	28%[9.22 µM]	2%	17%	2.1%	0%	-14%
COc1ccc(-n2c(SCC(=O)OC(C)C)nnc2-c2ccccn2)cc1	17%	1%	-5%	-1%[46.1 µM]	-1.8%	5%[38.3 µM]	-9%
COC(=O)C1=C(C)NC(=O)NC1c1ccc([N+](=O)[O-])o1 (configuration not stated)	12%	-4%	-1%	8%	0.0%	1%	1%
COc1ccc(C(=O)Nc2ccccc2Cc2ccccc2)c(OC)c1	-3%	u	-3%	-19%	-1.1%	17%	23%
Cn1c(=O)c2c(nc(OCc3ccccc3)n2C)n(C)c1=O	-1%	-6%	16%	2%[46.1 µM]	6.7%	-8%[38.3 µM]	2%
COC(=O)[C@H](C)NC(=O)Nc1ccc(OC)c(OC)c1	-5%	6%	1%	1%[46.1 µM]	-0.4%	-6%[38.3 µM]	-4%
Cc1ccc(-c2oc3ccccc3c(=O)c2OCC(=O)O)cc1	15%	4%[46 µM]	3%	-22%	-0.6%	7%	19%
Cc1ccc(-c2nnnn2C2C/C(=N\NC(N)=S)C3OCC2O3)cc1 (configuration not stated)	-4%	x	-1%	3%	-0.1%	-2%	-7%
O=S(=O)(c1ccccc1)N1CCN=C1SCc1ccccc1Cl	-23%	x	4%	-35%	-1.2%	11%	10%
COCCn1nnnc1C(c1cccs1)N1CCN(c2ccccc2)CC1 (configuration not stated)	17%	u	3%	0%[46.1 µM]	-1.0%	-1%[38.3 µM]	-1%
CCCCCCCCCCCCC/C=C/[C@@H](O)[C@@H](N)COP(=O)(O)O	x	x	1%[39.9 µM]	x	4.8%&-1.1%	24%&6%	2%&-14%
O=C(NCCCN1CCN(CCCNC(=O)c2cc([N+](=O)[O-])ccc2Cl)CC1)c1cc([N+](=O)[O-])ccc1Cl	2%	-3%	-4%	15%	0.0%	6%	1%
O=C(N/N=C/c1ccco1)c1cc(-c2ccc(Cl)cc2)n[nH]1	-8%[9.22 µM]	x	x	-3%	-1.1%	x	1%
O=Cc1[nH]c2ccccc2c1N(C(=O)CCl)c1ccc([N+](=O)[O-])cc1	-1%[9.22 µM]	x	x	u	-0.2%	x	-5%
